TbREL1 inh: TbREL1 RNA ligase inhibitors, primary screen, biochemical, FRET fluorescence. inhibition, % at 9.66 µM. TbREL1 RNA ligation. hit rate 0.49% among 89,000;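 active = inhibition above the mean inhibition across all screened compounds plus 3 SD, cut at about 11% in these data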;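 note: 0% = plate median of test wells and 100% = NSC42067 control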
Target sequence (P86926 whole entry, looked up): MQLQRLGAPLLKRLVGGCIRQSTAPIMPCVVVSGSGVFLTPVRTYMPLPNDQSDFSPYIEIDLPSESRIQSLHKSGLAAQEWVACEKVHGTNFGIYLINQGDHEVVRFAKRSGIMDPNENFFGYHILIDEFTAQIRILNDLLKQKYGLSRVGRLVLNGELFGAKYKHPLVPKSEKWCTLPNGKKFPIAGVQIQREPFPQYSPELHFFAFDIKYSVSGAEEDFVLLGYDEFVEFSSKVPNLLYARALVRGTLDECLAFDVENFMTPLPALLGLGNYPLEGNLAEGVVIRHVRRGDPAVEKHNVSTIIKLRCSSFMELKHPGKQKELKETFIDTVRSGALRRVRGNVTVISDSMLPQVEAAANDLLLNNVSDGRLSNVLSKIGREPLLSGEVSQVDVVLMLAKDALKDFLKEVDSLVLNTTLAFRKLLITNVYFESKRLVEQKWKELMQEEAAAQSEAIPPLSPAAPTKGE
An asterisk follows results filed as active.

SMILES | TbREL1 inh
CCOC(=O)CCCNC(=O)CSc1nnc(-c2ccccc2)c(-c2ccccc2)n1 | -2.3
N#C/C(=C(/O)COc1ccccc1)c1nnc2n1CCCCC2 | 1.1
CN(C)C(CNC(=O)c1ccccc1C(F)(F)F)c1ccco1 (stereo not drawn) | 0.9
COc1ccc2c(c1)N[C@@](CCNC=O)(c1[nH]c3ccccc3c1CCNC=O)C2=O | 4.7
C[C@@H]1CN([C@@H](C)CO)C(=O)c2cccc(NS(C)(=O)=O)c2O[C@H]1CN(C)C(=O)Nc1ccc(F)cc1 | -2.7
C[C@@H]1CCN(C2CC2)S(=O)(=O)c2ccc(N3CCC[C@H]3C)cc2O1 | 0.7
CCN(CC(=O)Nc1ccccc1C(F)(F)F)C(=O)CCc1nc2sc3c(c2c(=O)[nH]1)CCCC3 | 2.9
COc1cc2[nH]c(=O)n(CCC(=O)NCc3cccnc3)c(=O)c2cc1OC | 4.7
COc1cccc(CN2C(=O)NC3(CCCCCC3)C2=O)c1 | -1.9
CCCCNC(=O)CSc1nc2ccc(NC(=O)CSc3nnc(COc4ccccc4C)n3C)cc2s1 | -1.0
COc1ccc(C(=O)OCn2nnc3ccccc3c2=O)cc1[N+](=O)[O-] | -0.3
CCCOC(=O)c1ccc(Oc2cn[nH]c2-c2ccc(O)cc2O)cc1 | -1.2
CCc1ccc(OCC(=O)N/N=C(\C)c2ccccc2OC(F)F)cc1 | -0.7
CCC(CO)Oc1cc(NCc2ccncc2)c2ncn(C(C)C)c2c1 (stereo not drawn) | -3.3
CC(C)(C)[C@@H]1/C(=C/C2CC2)N2C(=O)C[C@@H](c3ccccc3)N=C2N1Cc1ccc2c(c1)OCO2 | 2.1
CCc1ccccc1S(=O)(=O)Cc1ccc(C(=O)N2CCN(c3ccccc3OC)CC2)o1 | 5.7
Cc1nc(N)nc(N/N=C/c2ccccc2)n1 | 1.2
CC1(C)Cc2c(sc3ncn(N)c(=N)c23)CO1 | -0.8
Cc1ccc2cc(C(c3nnnn3CC3CCCO3)N3CCCC4(CCCCC4)C3)c(=O)[nH]c2c1 (stereo not drawn) | -1.1
CCOC(=O)c1sc(NC(=O)CSc2nc(C)cc(C(F)(F)F)n2)c(C#N)c1C | 6.7
CCn1cc(C(=O)N2CC(C)CC(C)C2)c(=O)c2cc(S(=O)(=O)N(C)C)ccc21 (stereo not drawn) | 5.5
COc1cccc(CNC(=O)C2CCN(S(=O)(=O)N3CCCCC3)CC2)c1 | -0.6
COCCCNC(=O)c1ccc(CS(=O)(=O)c2ccc(Br)cc2)o1 | -4.2
CC(C)CC1(C)NC(=O)N(CCN2C(=O)c3ccccc3C2=O)C1=O (stereo not drawn) | -0.4
CC(C)C[C@H]1CNC(=O)C(=O)N1CC1CCN(CCC(C)c2ccccc2)CC1 (stereo partly drawn) | -3.3
CCCn1nc2cc(C(=O)NCc3ccc(C)cc3)ccc2c1OCC | -1.8
CC(C)Oc1ccc(C(=O)Nc2ccc(S(=O)(=O)N3CCN(C)CC3)cc2)cc1 | -1.6
CCCc1cc(N2CCCC(C(=O)NCC)C2)n2ncnc2n1 (stereo not drawn) | -0.6
Cc1cc(Nc2ccc(F)c(Cl)c2)n2nc(C)nc2n1 | 2.6
CN(NC(N)=O)c1ncc(C(F)(F)F)cc1Cl | -0.2
Cc1ccc(S(=O)(=O)/N=C(\N)Nc2nc(C)c3ccccc3n2)cc1 | 0.5
COc1ccc(N2CCN(C(c3cc4cc(C)ccc4[nH]c3=O)c3nnnn3Cc3ccccc3)CC2)cc1 (stereo not drawn) | 0.2
O=C(NCc1ccccn1)[C@@H]1C[C@H]1[C@@H](NP(=O)(c1ccccc1)c1ccccc1)c1ccccc1 | 6.7
Cc1cccc(S(=O)(=O)NC(=O)C2(C)CCN2C(=O)c2sccc2C)c1 (stereo not drawn) | -0.7
Cc1ccc(-n2nnc(-c3cccnc3Cl)n2)cc1 | 2.8
CC(=O)OCN(C#N)c1nc(N(C)C)nc(N(C)C)n1 | 6.3
CCc1ccccc1NC(=O)C1CCN(C(=O)c2cccs2)CC1 | 0.9
CC1(C)c2ssc(=S)c2-c2ccccc2N1C(=O)c1ccco1 | 1.2
Cc1ccccc1NC(=O)c1ccc(Cl)c(NC(=O)c2ccncc2)c1 | -0.2
O=C(CSc1nnc(-c2ccccc2)n1-c1ccccc1)Nc1ccccc1-c1ccccc1 | -3.6
COc1ccc2oc(C(=O)NCc3ccccc3CN3CCCC3)c(C)c2c1 | 3.2
CCOC(=O)c1c(C)[nH]c(C)c1S(=O)(=O)NCCCc1ccco1 | -2.3
CCN(CC(=O)NC(C)C)C(=O)C(CCSC)NC(=O)c1cccc(C)c1 (stereo not drawn) | -4.2
CCc1nc(Nc2ccncc2)c2oc3ccccc3c2n1 | 1.9
CCOC(=O)N(C)C[C@@H]1OCc2cn(nn2)CCCC(=O)N([C@@H](C)CO)C[C@H]1C | -2.2
Cc1cccc(N(C)c2cc(C)nc3nc(C)nn23)c1 | -1.0
Cn1cccc1Cc1nnc(SCC(=O)N2CCCCCC2)n1-c1ccc(F)cc1 | -3.0
COc1ccc(CSc2nnc(SCC(=O)Nc3ccc(S(N)(=O)=O)cc3)s2)cc1 | -0.4
CC(C)[C@@H](C(=O)N1CCN(C(=O)OC(C)(C)C)CC1)n1cc(CCO)nn1 | -1.1
COc1ccc(-c2oc3ccc(N4CCOCC4)cc3c2C#CCO)cc1 | -1.7
CC(C)C[C@H]1COc2cccc(N3CCSCC3)c2S(=O)(=O)N1 | -1.4
CCCCNC(=O)c1nc(C2CCN(S(=O)(=O)c3ccccc3C(F)(F)F)CC2)oc1-c1cccc(C(F)(F)F)c1 | 5.6
O=C(Nc1ccc2c(c1)OCO2)NC1CCCCN(Cc2cccc(Cl)c2)C1=O (stereo not drawn) | 6.3
CCn1cc(C(=O)N2CCN(Cc3ccc4c(c3)OCO4)CC2)c2cc(OC)c(OC)cc2c1=O | -2.3
Cc1cc(C)c(C(=O)COC(=O)c2cc([N+](=O)[O-])ccc2NCCO)cc1C | -1.8
CCOc1ccc2nc(NS(=O)(=O)Cc3ccccc3)sc2c1 | -1.2
Cc1c(C(=O)O)oc2c3c(ccc12)OCCO3 | 3.0
CSc1ccccc1NC(=O)c1cccs1 | 4.9
Cn1cnc2c(N/N=C/c3cccs3)ncnc21 | 2.3
O=C1NC[C@@H](CCCCN2C[C@H](Cc3ccc(O)cc3)N(CCC3CCCCC3)C(=O)C2=O)N(CCC2CCCCC2)C1=O | -0.8
Continued.
SMILES | TbREL1 inh
O=C(NCc1ccc(F)cc1)c1cc(C2CCCCN2C(=O)C2CCCCC2)on1 (stereo not drawn) | -0.2
Cc1cc(C)c2nc(N3CCN(C(=O)c4cccs4)CC3)sc2c1 | 1.4
CC(=O)Nc1ccc(C(=O)N2CCCCC2c2cc(C(=O)Nc3ccccc3Cl)no2)cc1 (stereo not drawn) | 0.4
CN(CCOc1ccc(Cl)cc1)c1ccc(S(=O)(=O)N2CCCCC2)cn1 | 1.0
CCc1ccccc1NC(=O)NNS(=O)(=O)c1cc(C)ccc1C | -1.3
O=S(=O)(c1ccc(Cl)cc1)N1CCN(c2ncnc3sccc23)CC1 | 2.5
Cc1nn(CC(=O)Nc2cccc(Cl)c2)c(=O)c2cc(-c3ccccc3)nn12 | 2.3
CCC1=[N+]([O-])C(C)(/C(C)=N\O)N(O)C1(C)C (stereo not drawn) | 5.1
CC(C)C[C@H]1CN=C(Nc2ccccc2)N1CCCCc1ccccc1 | 8.9
CCC(CO)NC(=O)c1ccc(-c2nn(C)c(=O)c3ccccc23)cc1 (stereo not drawn) | -2.2
O=C(c1ccccc1)N1CCN(S(=O)(=O)c2cccs2)CC1 | 3.4
O=C(NNC(=O)c1sccc1-n1cccc1)c1cccc(Cl)c1 | -1.6
CCOC(=O)COc1ccc(-c2nnc(-c3ccccc3)o2)cc1 | -2.5
C#CCOCCOCCOCCNc1nc(N2CCN(C(=O)C([C@@H](C)O)n3cc([C@@H](N)CCCCN)nn3)CC2)nc(N2CCN(C(=O)C([C@@H](C)O)n3cc([C@@H](N)CCCCN)nn3)CC2)n1 (stereo partly drawn) | 5.6
O=C(NNC(=O)C1CCC(C(=O)NNC(=O)c2cccs2)CC1)c1cccs1 (stereo not drawn) | 3.0

Seven neighbouring compounds already listed:
SMILES | TbREL1 inh
O=C(NCc1ccc(F)cc1)c1cc(C2CCCCN2C(=O)C2CCCCC2)on1 (stereo not drawn) | -0.2
Cc1cc(C)c2nc(N3CCN(C(=O)c4cccs4)CC3)sc2c1 | 1.4
CC(=O)Nc1ccc(C(=O)N2CCCCC2c2cc(C(=O)Nc3ccccc3Cl)no2)cc1 (stereo not drawn) | 0.4
CN(CCOc1ccc(Cl)cc1)c1ccc(S(=O)(=O)N2CCCCC2)cn1 | 1.0
CCc1ccccc1NC(=O)NNS(=O)(=O)c1cc(C)ccc1C | -1.3
O=S(=O)(c1ccc(Cl)cc1)N1CCN(c2ncnc3sccc23)CC1 | 2.5
Cc1nn(CC(=O)Nc2cccc(Cl)c2)c(=O)c2cc(-c3ccccc3)nn12 | 2.3

Going on with the list:
SMILES | TbREL1 inh
COc1ccc(C2=NN(Cc3c(F)cccc3Cl)C(=O)CC2)cc1 | -4.2
C[C@H](CO)N1C[C@H](C)[C@@H](CN(C)C(=O)Nc2ccc(C(F)(F)F)cc2)Oc2c(NC(=O)c3ccncc3)cccc2C1=O | -0.7
O=C(NCc1nnc(SCC(=O)N2CCCCCC2)o1)c1ccc(F)cc1 | -1.1
O=C(Oc1ccc(Cl)c2ccccc12)N1CCCCC1 | 1.3
Cc1cccnc1CCNC(=O)C1CCC(=O)N(Cc2cccc(F)c2)C1 (stereo not drawn) | 2.1
COCCn1ccc2c(OCC(=O)NCc3ccc(C)cc3)cccc2c1=O | 1.7
CCN(CC)CCNC(=O)CS(=O)Cc1nc(-c2ccc(Cl)cc2)oc1C (stereo not drawn) | 6.0
CC(C)NC(=O)c1onc(CSc2ccccc2F)c1C(=O)O | 1.0
COc1ccccc1NC(=O)Cn1c(CCC(=O)O)ccc1-c1ccc(C)cc1 | -5.5
O=C(CC(c1ccccc1)c1ccccc1)NCC(O)c1ccc([N+](=O)[O-])cc1 (stereo not drawn) | 1.4
C=CCOC(=O)C(CO)NC(=O)CCCC(=O)O (stereo not drawn) | 5.3
Cc1cc(C)c(C)c(S(=O)(=O)N2CCC(C(=O)N(C)Cc3nc4ccccc4c(=O)[nH]3)CC2)c1C | -1.3
Cc1ccc(-n2c(C)c(C)c3c(NCCO)ncnc32)cc1 | -4.8
CN(Cc1nc(-c2cnccn2)no1)Cc1cccc2ccccc12 | -0.7
CC(C)C(=O)N1CCN(CCN=CC2=C(O)CC(c3ccco3)CC2=O)CC1 (stereo not drawn) | 1.7

Part of the list above, set out differently:
smiles: C[C@@H]1CN([C@@H](C)CO)C(=O)c2cccc(NS(C)(=O)=O)c2O[C@H]1CN(C)C(=O)Nc1ccc(F)cc1
  TbREL1 inh: -2.7
smiles: C[C@@H]1CCN(C2CC2)S(=O)(=O)c2ccc(N3CCC[C@H]3C)cc2O1
  TbREL1 inh: 0.7
smiles: CCN(CC(=O)Nc1ccccc1C(F)(F)F)C(=O)CCc1nc2sc3c(c2c(=O)[nH]1)CCCC3
  TbREL1 inh: 2.9
smiles: COc1cc2[nH]c(=O)n(CCC(=O)NCc3cccnc3)c(=O)c2cc1OC
  TbREL1 inh: 4.7

Next results.
SMILES | TbREL1 inh
CC(=O)Nc1ccc(S(=O)(=O)N(c2cccnc2)S(=O)(=O)c2ccc(NC(C)=O)cc2)cc1 | -2.2
Cc1ccc2nsnc2c1NC(=S)NC(=O)c1ccco1 | -0.3
Cc1cc(C)cc(-n2c3ccc(NC(=S)NC4CCCCC4)cc3c(=O)n2C)c1 | -5.8
COP(=O)(OC)C(Cc1ccccc1)NC(=O)CNC(=O)OCc1ccccc1 (stereo not drawn) | 0.7
Cc1ccc(NS(=O)(=O)c2ccccc2)c([N+](=O)[O-])c1 | 0.5
COc1cccc(CNc2nc3nc(C)c(Cl)c(C)n3n2)c1 | -0.3
COc1ccc2c(c1)c(=O)c(C(=O)c1ccccc1)cn2Cc1ccccc1 | 0.2
O=C(N/C(=C/c1cccc([N+](=O)[O-])c1)C(=O)N1CCOCC1)c1ccc(Br)cc1 | 10.0
CCOC(=O)c1ccc(NC(=O)NS(=O)(=O)c2ccc(C)cc2)cc1 | -0.3
CCOC(=O)C(/C=N/c1cc(C)nn1-c1ccccc1)=C(\C)O | 6.3
O=C(NCc1ccc(F)cc1)c1cc(C(=O)C2CC2)c[nH]1 | -1.7
CC(Sc1nnc(-c2ccccc2F)n1C1CC1)C(=O)NCc1ccco1 (stereo not drawn) | -2.2
COc1ccc(NC(=O)c2sc(=O)n(Cc3cccc(C(F)(F)F)c3)c2C)cc1OC | -0.8
O=C(c1cccc(F)c1)N1CCCN(C(=O)c2cccc(F)c2)CC1 | -3.3
Cc1cc(-c2cc(C(=O)NCc3ccccc3)on2)nc(S(C)(=O)=O)n1 | 1.2
CCOC(=O)c1c(C)[nH]c(C(=O)OCC(=O)c2ccc(OC)cc2OC)c1C | -0.7
O=C(CCN1C(=O)S/C(=C/c2ccc(Cl)cc2)C1=O)N1CCOCC1 | -0.8
CC(OC(=O)c1cc2sccc2n1C)C(=O)NC(C)(C)C (stereo not drawn) | -2.7
O=C(Nc1ccc(OC(F)(F)F)cc1)C1CCCN(S(=O)(=O)c2cccnc2)C1 (stereo not drawn) | -2.5
COc1ccc(NC(=O)Cc2nnc(SCC(=O)Nc3ccc(F)cc3)n2C)cc1 | -0.8
CC1CN(c2ccc(C(F)(F)F)cc2[N+](=O)[O-])CCN1S(C)(=O)=O (stereo not drawn) | -0.5
Cc1ccccc1C(=O)N1CCC(C(=O)Nc2ccc(S(=O)(=O)N3CCOCC3)cc2)CC1 | 8.1
Cc1ccc(S(=O)(=O)N2CCC(C)CC2)cc1C(=O)NCCN1CCOCC1 | 1.7
COc1cc2c3c(c1OC)C1(C=CC(=O)C=C1)CC3N(C(=O)c1ccccc1)CC2 (stereo not drawn) | -0.1
CCOc1ccc(NC(=O)c2ccc(OCC3CCCO3)cc2)cc1S(=O)(=O)N(CC)CC (stereo not drawn) | -4.0
COc1ccc(NS(=O)(=O)c2cccc(C(=O)OCC(=O)c3c(N)n(C)c(=O)n(C)c3=O)c2)cc1 | -0.6
O=C(CCS(=O)(=O)c1ccc(Cl)cc1)Nc1cccc(S(=O)(=O)N2CCCCCC2)c1 | -1.1

High-throughput results deposited in PubChem BioAssay by The Scripps Research Institute Molecular Screening Center.

Not all compounds are listed; the hit share may differ from the screen's.
